High-throughput results: PubChem, National Center for Advancing Translational Sciences (NCATS)
hERG WT inh = KCNH2 (human, wildtype) channel inhibition. 340,000 tested, 0.37% active. U2OS, BacMam KCNH2, thallium flux FluxOr; hits give low values. activity change, % at 1.84 µM. Q12809;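 active = maximum activity change below -70%; inconclusive = maximum activity change between -70% and -50%; inactive = maximum activity change above -50%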; note: % is set by controls: 0 for no effect and ±100 for the full control effect
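U2OS cells transduced with wild-type KCNH2 virus are loaded with FluxOr dye for 45 min, and thallium flux is measured in kinetic reads before and after stimulation buffer. Rate constants are normalized to DMSO controls.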
MLL CXXC-DNA inh = MLL CXXC-DNA interaction inhibition | Q03164 | MLL-CXXC / FITC-HOXA9 DNA fluorescence polarization | Potency, µM (doses to about 115 µM), for the others: at the top dose activity change, negative = inhibition, most hits filed as inhibitors | 290,000 tested, 0.037% active; active = well fitted inhibition curve with a large enough effect in the polarisation, with a control signal flat, not every such curve was filed as active; inconclusive = small, poorly fitted or top-dose-only effect, or effect the other way, or a change in a side signal; inactive = no such curve, though single readings can be large or run the other way; the % refers to the polarisation; note: potency is the fitted concentration of half-maximal effect
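Fluorescence polarization: 7 uM MLL-CXXC (stock) preincubated 5 min with compounds, then 50 nM fluorescein-HOX-A9 DNA (stock) added; 30 min ambient. Buffer 50 mM Tris-HCl pH 7.5, 50 mM NaCl, 1 mM DTT, 0.05% BSA.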
Coupling enz = coupling enzyme interference in Giardia aldolase counter-screen | coupling enzyme system counterscreen, AmpLite Red fluorescence | activity change, negative = inhibition, % at 58.2 µM, hits read low | 290,000 tested, 0.67% active | AID 2472; in the data active = activity change below about -30%; note: % is set by controls: 0 for no effect and ±100 for the full control effect
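Activity here indicates interference with the coupling reaction, not aldolase inhibition. Compounds at 57.5 uM final met coupling enzymes for 10 min at RT; substrate and AmpLite Red detection followed, with a 525/598 nm fluorescence read after 20 min.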
KCNH2 3.1 block = blocks the human KCNH2 3.1 channel isoform; U2OS KCNH2 3.1, thallium flux FluxOr; hits give low values; activity change, % (tested at about 1.8 µM); 340,000 tested, 0.95% active; AID 720553;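 active = maximum activity change below -70%; inconclusive = maximum activity change from -70% to -50%; inactive = maximum activity change above -50%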;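 note: thallium influx rate constant from kinetic fluorescence after stimulation buffer; % is set by controls: 0 for no effect and ±100 for the full control effect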
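Channel expression came from 3.1 mutant virus (1.77 x 10^8 /mL) applied to suspended U2OS cells for 4 h. Flux was tracked with FluxOr dye plus Red40 quencher, and kinetic rate constants normalized to controls.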
GALK inh = galactokinase (human) inhibition; Purified GALK, Kinase-Glo residual ATP luminescence; Potency, µM (doses to about 57.5 µM), without a hit: at the highest dose activity change, negative = inhibition, actives largely listed as inhibitors; 270,000 tested, 0.007% active; note: potency is the fitted concentration of half-maximal effect; % is set by controls: 0 for no effect and ±100 for the full control effect
Target sequence (P51570 whole entry, looked up): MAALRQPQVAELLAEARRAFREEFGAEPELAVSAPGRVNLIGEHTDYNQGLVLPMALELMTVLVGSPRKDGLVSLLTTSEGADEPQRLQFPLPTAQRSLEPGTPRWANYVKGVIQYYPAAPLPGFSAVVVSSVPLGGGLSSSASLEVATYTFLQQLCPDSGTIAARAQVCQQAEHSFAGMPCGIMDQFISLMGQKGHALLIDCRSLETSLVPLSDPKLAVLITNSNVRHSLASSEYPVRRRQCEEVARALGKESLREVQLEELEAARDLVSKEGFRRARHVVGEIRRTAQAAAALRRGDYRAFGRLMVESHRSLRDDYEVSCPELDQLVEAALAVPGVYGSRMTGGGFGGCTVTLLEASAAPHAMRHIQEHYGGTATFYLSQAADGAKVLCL
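Human GALK (5 nM) with 35 uM ATP and 100 uM galactose in 20 mM HEPES pH 8.0, 5 mM MgCl2, 60 mM NaCl, 1 mM DTT, 0.01% BSA. After 1 h at room temperature, leftover ATP was read by Kinase-Glo Plus luminescence.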
PKM2 activator = increases activity of human pyruvate kinase M2; 260,000 tested, 0.34% active; purified PKM2, Kinase-Glo ATP luminescence, activation; response scale: 0% is enzyme alone, no compound; P14618; Potency, µM (titrated, usually from 57.5 µM), without a hit: top-dose activation, hits mostly activators; note: potency is the fitted concentration of half-maximal effect; % is set by controls: 0 for no effect and ±100 for the full control effect; nearly all actives have a fitted effect of over 55% in size
Target sequence (P14618 whole entry, looked up): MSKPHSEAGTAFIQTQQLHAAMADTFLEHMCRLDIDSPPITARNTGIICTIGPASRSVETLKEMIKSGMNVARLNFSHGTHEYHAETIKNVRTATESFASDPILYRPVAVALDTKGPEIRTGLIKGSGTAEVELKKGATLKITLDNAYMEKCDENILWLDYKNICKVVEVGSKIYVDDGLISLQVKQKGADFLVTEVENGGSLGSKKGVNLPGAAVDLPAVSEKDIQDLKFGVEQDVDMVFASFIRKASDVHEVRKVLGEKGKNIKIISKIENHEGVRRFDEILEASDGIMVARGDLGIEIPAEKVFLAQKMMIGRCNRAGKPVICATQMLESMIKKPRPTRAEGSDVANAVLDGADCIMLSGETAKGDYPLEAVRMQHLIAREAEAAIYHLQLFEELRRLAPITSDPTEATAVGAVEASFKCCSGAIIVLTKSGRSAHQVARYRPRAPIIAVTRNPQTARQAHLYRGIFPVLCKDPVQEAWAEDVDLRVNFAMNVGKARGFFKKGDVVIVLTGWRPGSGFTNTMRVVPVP
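ATP formation by purified human PK-M2, quantified via coupled luciferase luminescence after 1 h at room temperature with 0.1 mM ADP and 0.5 mM PEP final.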
USP2a inh = USP2a (human) protease inhibition. USP2 core, Ub-CHOP2 coupled fluorogenic reporter, 485/531. Potency, µM (highest dose often 38.3 µM), for inactives: at the highest dose activity change, negative = inhibition, most hits filed as inhibitors. 330,000 tested, 0.01% active. O75604;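 note: potency is the fitted concentration of half-maximal effect; plate controls were DMSO wells for no effect and full inhibition by NEM control for full effect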
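Deubiquitinase activity read as fluorescence (485/531 nm) after Ub-CHOP2 cleavage activates the enterokinase reporter on its substrate; USP2 core 10nM, Ub-CHOP2 and substrate 25nM each, 30min compound preincubation then 60min RT; data normalized to NEM, curves fitted.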
Menin-MLL TR inh = inhibitors of human menin-MLL interaction, mutant MLL peptide. O00255. Menin + Texas Red MLL mutant peptide, fluorescence polarization. Potency, µM (titrated, usually from 61.6 µM), without a hit: at the highest dose FP activity change, negative = inhibition, usual class: inhibitors. 270,000 tested, 0.23% active. AID 1768; active = well fitted inhibition curve with a large enough effect in the polarisation, with a control signal flat, not every such curve was filed as active; inconclusive = small, poorly fitted or top-dose-only effect, or effect the other way, or a change in a side signal; inactive = no such curve, though single readings can be large or run the other way; the % refers to the polarisation; note: potency is the fitted concentration of half-maximal effect; % of control where 0% means no effect; many of its hits are not listed in these tables
Giardia killer = kills Giardia lamblia. Giardia lamblia trophozoite viability. activity change, % at 7.66 µM, hits read low. 340,000 tested, 0.15% active; in the data active = activity change below about -80%; inconclusive = between about -30% and that limit;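 note: parasites exposed to compound for two days anaerobically before the ATP read; % is set by controls: 0 for no effect and ±100 for the full control effect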
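Killing of trophozoites was scored by loss of ATP luminescence after a 48 hrs anaerobic exposure to compounds at 37 deg C, using 100 cells per well.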
B2AR arrestin = beta2AR (human) beta-arrestin recruitment activity; P07550; beta-arrestin recruitment to beta2AR, cell-based reporter; Potency, µM (series often up to 46.1 µM), for inactives: at the highest dose activation, usual class: activators; 330,000 tested, 0.02% active;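 note: potency is the fitted concentration of half-maximal effect; 0% = DMSO controls and full agonism = EC100 isoproterenol or metaproterenol; nearly all actives have a fitted effect of over 65% in size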
TRPV1 ag = agonists of human vanilloid receptor 1 (TRPV1); Q8NER1; TRPV1-expressing cells, Fluo-8 calcium influx, agonist mode; activation, % at 8.33 µM; 320,000 tested, 0.19% active; in the data active = activation above about 80%; inconclusive = between about 30% and that limit; note: 0% is about no effect
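TRPV1-expressing cells were cultured overnight at 35.5C and loaded with Fluo-8 calcium dye for 40 to 90 min at room temperature. After a 10 s baseline, compound was added and calcium influx was read kinetically for 3 min (ex 480/em 520 nm).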
* marks the source's active call; other numbers are inactive results; i = inactive; ? = inconclusive; / = not tested or not shown; & = joins results of further samples; [ ] = another dose, or the depositor's remark. Unless noted, calls come from the whole dose curve; as a rule, active = well fitted curve in the direction sought with a large enough effect; inconclusive = small, poorly fitted or top-dose-only effect, or another doubt; inactive = no such curve, though single readings can be large; an effect the other way counts as inactive or inconclusive. An excerpt, so the mix of outcomes need not match the whole.

SMILES	hERG WT inh	MLL CXXC-DNA inh	Coupling enz	KCNH2 3.1 block	GALK inh	PKM2 activator	USP2a inh	Menin-MLL TR inh	Giardia killer	B2AR arrestin	TRPV1 ag
CC(C)OCCCN1CN(S(=O)(=O)c2ccc(Cl)cc2)c2nc3ccccc3nc21	10.8	-0.6%	-2.4	-2.4	3.4%	-0.1%	1.2%	13.2%	-0.2	-0.1%	?
CN(CC(=O)Nc1ccc(SC(F)F)cc1)C1CCCCC1	-37.3	13.3%	-1.6	-94.1*	-0.7%	-0.8%	-0.2%	-1.8%	13.5	0.1%	?
NC(=O)c1ccsc1NC(=O)c1ccc([N+](=O)[O-])o1	10.0	/	/	2.6	/	/	-1.6%	/	-95.3*	-0.8%	/
O=C(N/N=C/C=N/NC(=O)c1ccco1)c1ccco1	-4.3	3.6%	/	-15.8	5.3%	0.7%	2.3%	/	-1.8	0.1%	23.6
O=C(COc1ccccc1)N1CCN(c2ncccn2)CC1	2.7	-0.4%	0.9	5.7	4.8%	-14.0%	0.3%	-6.5%	-1.3	0.2%	-5.0
Cc1ccc(C)c(CN2CCC(n3nccc3NC(=O)CCCc3ccccc3)CC2)c1	32.9	-2.4%	-1.1	-43.6	-3.5%	-0.3%	3.8%	-5.6%	4.7	-0.5%	19.2
CCc1c(C2(O)CCCCC2)[nH]c2ccc(C(F)(F)F)cc12	-16.4	-7.8%	-4.3	-13.1	/	-1.4%	-8.1%	89.8%[activator]	3.0	-0.6%	-1.0
C/C(CC1CC(C)OC1=O)=N\NC(N)=S (stereo not given)	/	?	0.1	15.4	-3.6%	-5.7%	4.9%	-6.3%	?	0.0%	-8.2
CC1CCCCN1CCCNC(=O)CN1C(=O)CSc2ccc(S(=O)(=O)N3CCOCC3)cc21 (stereo not given)	-31.8	12.9%	/	-40.5	5.1%	/	5.4%	/	5.8	0.0%	-1.4
CNc1ccccc1C(C)(C)c1cc(-c2ccc(F)cc2)no1	-5.5	-3.1%	-0.8	-18.6	0.0%	-12.6%	-0.4%	-1.9%	-16.2	-0.6%	3.7
O=C(Nc1cccc(S(=O)(=O)NC2=NCCC2)c1)c1ccc(F)cc1	-13.4	/	/	-3.7	/	/	-0.4%	/	19.2	-0.8%	/
CCc1noc(C)c1C(=O)N1CC(C)OC(C)C1 (stereo not given)	0.4	-4.8%	3.4	7.0	2.7%	-2.1%	-2.0%	-0.8%	2.7	-0.3%	2.4
COc1cccc2cc(C(=O)C3=C(O)C(=O)N(CCN4CCOCC4)C3c3ccc(C(C)(C)C)cc3)oc12 (stereo not given)	-3.5	12.1%	/	3.9	2.5%	/	2.2%	/	-1.1	-0.2%	0.2
COC(=O)C[N+](C)(C)CC#Cc1ccccc1	-6.4	7.9%	3.3	16.4	1.3%	2.6%	3.1%	-2.7%	3.8	-0.9%	-3.9
CCCOc1ccc(/C=N/NC(=O)c2c(-c3ccccc3)noc2C)cc1OC	/	-7.9%	/	/	5.7%	-2.5%	-0.7%	/	/	-0.2%	13.6
CC(CCN1CCN(c2ccccc2)CC1)c1ccccc1 (stereo not given)	37.6	-9.6%	1.6	-39.0	2.9%	2.0%	1.9%	-17.6%	-0.1	-1.2%	5.4
N=c1c2c3c(sc2ncn1CCCO)CCCC3	10.4	-6.5%	1.6	1.3	0.1%	17.0%	-0.8%	-5.2%	-1.7	-0.1%	4.1
COc1ccc(Nc2nc(N/N=C/c3ccc(N(C)C)cc3)nc(C)c2[N+](=O)[O-])cc1	16.9	4.4%	2.3	8.6	/	10.3%	-1.8%	?	3.7	-0.9%	-3.2
CCN(CC)S(=O)(=O)c1cccc(NC(=O)c2ccc(Sc3nncn3C)c([N+](=O)[O-])c2)c1	-5.0	12.8%	0.8	5.8	2.1%	?	2.9%	?	9.6	0.1%	-5.3
COc1ccc(/C=C/C(=O)OCC(=O)N2CCc3ccccc32)cc1	-4.2	/	/	3.9	/	/	-0.9%	/	-3.9	0.1%	1.1
O=C1c2ccccc2NC(c2ccc([N+](=O)[O-])cc2)N1O (stereo not given)	-1.9	-2.9%	0.0	-12.9	2.3%	1.6%	-0.2%	61.3%[activator]	-6.6	0.1%	-1.1
Cc1cc(C(=O)NC(CC(C)C)C(=O)O)cc(C)c1[N+](=O)[O-] (stereo not given)	9.4	?	6.0	-3.1	-2.4%	-7.0%	-2.4%	3.5%	-12.0	-1.0%	-6.6
Cc1ccc(NC(=O)CCNS(=O)(=O)c2ccc3c(c2)CCC(=O)N3)c(Br)c1	-8.4	/	0.5	?	/	7.7%	1.7%	-8.0%	-14.6	-0.3%	21.1
Cc1ccc(C(C)C)c(OCC(=O)NN=C2CCCC2)c1	9.0	6.8%	2.7	-13.5	11.2%	0.3%	-3.6%	-12.9%	17.0	-0.2%	?
N#Cc1ccc(CSc2nc(N)cc(=O)[nH]2)cc1	-12.1	3.5%	1.4	-10.4	-1.7%	-0.8%	-1.2%	3.6%	-25.6	0.1%	-1.5
CCOC(=O)/C(=N\NC(=O)c1ccccc1)c1ccccc1	2.0	18.3%	7.9	0.8	3.2%	-0.2%	2.8%	-1.9%	-3.0	0.2%	21.0
CC12CC(O)C3c4ccc(O)cc4CCC3C1CCC2=O (stereo not given)	-3.8	-26.5%	2.3	-3.8	1.2%	-1.9%	10.9%	-14.3%	-4.1	0.2%	-1.1
CN(C)CC(C)(C)CNS(=O)(=O)c1ccc(Cl)c(Cl)c1	1.5&19.9	-1.3%&-4.1%	1.8&2.3	-16.4&5.3	7.8%&0.4%	-2.6%&0.8%	0.2%&-0.8%	-21.3%&-9.1%	17.1&-0.5	-1.1%&0.1%	5.2&-0.2
COc1ccc(C(=O)CSc2nnc(CNc3ccc(C)cc3C)n2Cc2ccco2)cc1	10.9	3.2%	3.0	-34.0	4.9%	1.7%	-8.7%	-12.1%	-11.4	0.3%	-0.4
CCC[C@@H](CN1CCC[C@H]1CN1C(N)=NC[C@H]1CC(C)C)N1C[C@@H]([C@H](C)CC)N(CCCC2CCCC2)C1=N	-4.5	/	/	-3.6	/	/	4.3%	/	-13.3	0.9%	/
CC(C)N(C(=O)[C@H]1CC(CC(=O)NCc2cccc(C(F)(F)F)c2)C(=O)N2CCc3c([nH]c4ccccc34)[C@]12C)C(C)C (stereo not given in full)	-4.2	/	/	12.5	/	/	0.3%	/	-5.7	0.3%	/
O=C(CN1CCC(n2nnc3cc(F)ccc32)CC1)N1CCCc2ccccc21	34.6	1.0%	2.3	11.8	0.4%	-28.5%	0.4%	-16.6%	-19.5	0.2%	3.6
CCOc1cc(CO)c(Br)cc1OCC(=O)O	7.9	5.5%	-1.5	-9.3	-1.4%	-12.2%	0.0%	16.4%	-16.8	-0.4%	-6.9
Clc1ccccc1N=C1SCCS1	8.7	-2.3%	-4.8	6.2	0.9%	6.6%	4.6%	/	-1.8	-0.1%	3.4
CC1(c2ccc3ccccc3c2)NC(=O)N(CC(=O)O)C1=O (stereo not given)	2.7	-8.5%	1.1	0.0	10.3%	-0.1%	-0.9%	-1.7%	-14.4	0.1%	1.2
C=CCn1c(SCC(=O)N(CC)C2CCS(=O)(=O)C2)nnc1-c1ccccc1 (stereo not given)	1.7	/	/	9.7	/	/	4.7%	/	-5.4	-0.2%	-0.7
NC(=O)C1CCN(C(=O)CCC(=O)c2ccc(Br)cc2)CC1	-2.8	5.2%	6.2	-8.5	7.3%	4.8%	1.2%	-4.1%	11.2	0.0%	0.2
COC(=O)c1cc(NC(=O)CC2CCCC2)cc(C(=O)OC)c1	-0.5	8.6%	-1.6	-72.6*	0.1%	0.2%	-0.3%	-7.6%	-24.8	-0.4%	?
CCOC(=O)N1CCN(c2ccc(C(F)(F)F)cn2)CC1	-17.5	-7.2%	4.3	-0.7	0.7%	3.5%	-1.5%	-4.0%	11.5	-0.2%	1.9
CC(C)CCNC(=O)NC(=O)COC(=O)c1cc(S(=O)(=O)N2CCOCC2)ccc1N1CCCCC1	-6.2	-4.9%	-9.0	-18.1	-2.9%	0.4%	0.6%	-3.5%	-23.5	0.3%	0.8
COc1ccc([C@]23Cc4cc(OC)c(OC)cc4C(O2)c2c(cc(-c4ccccc4)oc2=O)O3)cc1	/	-15.2%[23 µM]	-0.8	/	/	3.4%[11.5 µM]	0.1%[7.66 µM]	-7.2%[11.7 µM]	/	-0.7%[9.22 µM]	i
O=C(O)CCC(=O)N1CCc2cc(S(=O)(=O)N3CC=C(c4ccccc4)CC3)ccc21	2.9	4.3%	12.6	2.9	1.0%	-0.2%	-0.3%	16.2%	5.9	0.4%	1.3
Cc1cccc(N(CC(=O)NC2CCCC2)C(=O)CCCC(=O)Nc2ccccn2)c1	-7.9	1.4%	1.1	1.8	1.7%	-14.5%	-0.6%	-2.8%	3.1	0.2%	-0.6
